Mcl1-Bid inh = Mcl-1/Bid interaction inhibition | Q07820 | TR-FRET Mcl-1/Bid-Dy647 peptide binding, 1536-well | inhibition, % at 21.7 µM | 220,000 compounds, 0.97% hits | AID 1021;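 active = compounds that cut the binding signal by more than half at the single screening dose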;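 also: His-tagged Mcl-1 with europium anti-His antibody binding Bid BH3 peptide; 0% = Mcl-1 plus peptide wells and 100% = peptide-only wells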
Target sequence (Q07820 whole entry, looked up): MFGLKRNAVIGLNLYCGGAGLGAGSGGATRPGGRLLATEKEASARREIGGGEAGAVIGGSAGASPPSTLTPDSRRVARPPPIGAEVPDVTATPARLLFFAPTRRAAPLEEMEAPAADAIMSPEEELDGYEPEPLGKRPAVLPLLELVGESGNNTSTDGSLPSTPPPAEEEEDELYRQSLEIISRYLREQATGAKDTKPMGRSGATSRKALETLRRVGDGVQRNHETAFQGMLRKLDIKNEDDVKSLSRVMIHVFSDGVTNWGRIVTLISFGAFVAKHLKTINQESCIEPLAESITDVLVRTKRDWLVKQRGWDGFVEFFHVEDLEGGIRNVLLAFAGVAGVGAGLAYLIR
RGS8-Gao reg = human RGS8-Galphao interaction regulation; P09471; multiplexed bead flow cytometry, RGS8-Galphao binding; actives lie on both sides; response (percent of control binding), % at 10 µM; 220,000 compounds, 0.34% hits; AID 1423; in the data active = response below about 60% or above about 140%; inactive = in between;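 also: Galphao activated as the GDP aluminium fluoride complex binding bead-coupled RGS8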
Target sequence (P09471 whole entry, looked up): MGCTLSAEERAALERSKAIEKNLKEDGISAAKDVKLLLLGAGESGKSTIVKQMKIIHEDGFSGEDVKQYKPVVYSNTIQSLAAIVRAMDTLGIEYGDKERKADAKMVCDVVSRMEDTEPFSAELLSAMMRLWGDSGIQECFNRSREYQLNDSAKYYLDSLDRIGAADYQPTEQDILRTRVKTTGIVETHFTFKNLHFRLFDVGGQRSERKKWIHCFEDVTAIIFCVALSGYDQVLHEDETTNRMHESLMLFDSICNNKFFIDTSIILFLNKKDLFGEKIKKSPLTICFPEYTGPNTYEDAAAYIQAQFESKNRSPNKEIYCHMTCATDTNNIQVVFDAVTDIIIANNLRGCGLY
Rab7 wt modul = dog Rab7 wildtype GTP binding, inhibitors and activators; AID 758; GTP binding activity (percent of control), % at 10 µM; GST-Rab7 beads, fluorescent GTP binding, flow cytometry; actives lie on both sides; untreated = 100%, excess cold GTP = 0%; 190,000 compounds, 0.055% hits;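 active = fluorescent GTP binding to Rab7 beads changed by at least 20 points from the 100% baseline, either direction, mostly lower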;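 also: median green fluorescence of bound Bodipy-FL-GTP per Rab7 bead population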
Rab2 wt GTP = changes GTP binding to wildtype dog Rab2A, up or down; P61105; GST-Rab2 wt beads, Bodipy-GTP binding, flow cytometry; GTP binding activity, % at 10 µM; 190,000 compounds, 0.19% hits; AID 760;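 active = GTP binding activity at least 20 points away from 100%, either lowered or raised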;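 also: 0% = beads with excess unlabeled GTP and 100% = no-compound control corrected for plate trend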
Rac1 wt GTP bind = modulators of human Rac1 wildtype GTP binding; P63000; GST-Rac1 beads, fluorescent GTP binding, flow cytometry; actives lie on both sides; 0 = cold GTP competed, 100 = untreated; GTP binding activity (% of control), % at 10 µM; 190,000 compounds, 0.27% hits; AID 757;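 active = GTP binding activity at least 20 points away from the 100% control level, either lower or higher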
Cdc42 wt = modulators (inhibitors or activators) of GTP binding to human Cdc42 wildtype. 190,000 compounds, 0.2% hits. GST-Cdc42 beads, Bodipy-GTP binding, flow cytometry; actives lie on both sides. percent activity (GTP binding), % at 10 µM;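 active = percent activity GTP binding at least 20 points away from the 100% baseline, either down as inhibitor or up as activator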;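 also: median bead fluorescence of bound Bodipy-FL-GTP at 100 nM; 0% = excess unlabeled GTP control and 100% = no compound control; below 100% means less GTP binding so inhibitor and above means activator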
Pf gamet viab = inhibitors of late stage P. falciparum gametocyte viability | inhibition, % at 10.9 µM | P. falciparum stage V gametocytes, ATP luminescence, 24 h | 150,000 compounds, 0.065% hits;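 active = inhibition above the mean plus 3 SD of compounds within the control limits, set per campaign, cut at about 38% in these data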;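 also: 0% = DMSO wells and 100% = medium only without gametocytes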
HRas wt GTP = human HRas wildtype GTP binding, change in either direction; GTP binding activity, % at 10 µM; GST-Ras wt beads, Bodipy-FL-GTP binding, flow cytometry; actives lie on both sides; P01112; 190,000 compounds, 0.14% hits;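 active = GTP binding activity at least 20% away from the 100% baseline, either lowered as inhibitor or raised as activator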;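 also: 0% = unlabeled GTP competition control and 100% = no-compound control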
Target sequence (P01112 whole entry, looked up): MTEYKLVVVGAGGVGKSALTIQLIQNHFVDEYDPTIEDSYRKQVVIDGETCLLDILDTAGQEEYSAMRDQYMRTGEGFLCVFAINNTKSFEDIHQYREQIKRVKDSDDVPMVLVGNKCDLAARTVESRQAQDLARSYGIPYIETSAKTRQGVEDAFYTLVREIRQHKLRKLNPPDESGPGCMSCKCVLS
Mcl-1 Bim block = disrupts Bim peptide binding to human Mcl-1 | Q07820 | Bead-based flow cytometry, Bim peptide-Mcl-1 binding | inhibition, % at 10 µM | 190,000 compounds, 0.1% hits; in the data active = inhibition above about 40%;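 also: 0% = no compound tracer wells and 100% = peptide blocker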
Mcl1 Noxa PPI = disrupts binding of human Mcl-1 to Noxa peptide | Q07820 | TR-FRET Mcl-1/Noxa peptide binding, 2 h | inhibition, % at 21.7 µM | 220,000 compounds, 1.5% hits | AID 1022;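 active = compounds that cut the protein-peptide binding signal by more than 50% relative to plate controls in a single-dose test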;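 also: His-tagged Mcl-1 with rhodamine Noxa BH3 peptide and terbium anti-His antibody; 0% = Mcl-1 plus Noxa peptide wells and 100% = peptide-only wells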
Rac1 mut GTP = alters GTP binding to activated mutant human Rac1. GST-Rac1 activated beads, fluorescent GTP binding, flow cytometry; actives lie on both sides; 100% means binding = to untreated wells. percent activity (GTP binding), % at 10 µM. 190,000 compounds, 0.11% hits. AID 764;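 active = GTP binding at least 20 percentage points away from the 100% baseline, in either direction, so actives lie on both sides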
An asterisk follows results filed as active; · = no result given.

SMILES	Mcl1-Bid inh	RGS8-Gao reg	Rab7 wt modul	Rab2 wt GTP	Rac1 wt GTP bind	Cdc42 wt	Pf gamet viab	HRas wt GTP	Mcl-1 Bim block	Mcl1 Noxa PPI	Rac1 mut GTP
Cc1ccc(NCc2ccc(O)c3ncccc23)cc1C	-76	100	94	98	101	99	-14	102	-1	10	100
O=C(c1cccc(F)c1)N1CCc2ccccc2C1	-4	103	99	97	102	97	·	99	-4	24	97
Cc1cc(C)nc(/N=C2\NC(=O)CC(C(=O)O)N2c2cccc(Cl)c2)n1 (stereo not given)	2	101	99	108	109	106	·	103	0	0	103
Cc1cccc(CN2CCN(C(=S)Nc3ccccc3)CC2)c1	-62	101	97	98	99	98	-1	96	-2	-8	97
CCn1c(SCC(=O)NCc2ccco2)nc2cccnc21	-31	100	97	99	103	103	-31	98	5	2	96
Cc1ccc(C(=O)NC(NC(=O)c2ccc(C)cc2)c2cccc([N+](=O)[O-])c2)cc1	-5	99	97	98	103	100	-13	98	-1	7	98
O=C(CSC1=NS(=O)(=O)c2ccccc21)Nc1ccccc1	-12	91	103	102	105	102	·	103	-2	34	99
Cc1ccc(C2c3c(-c4ccccc4O)n[nH]c3C(=O)N2Cc2ccncc2)cc1 (stereo not given)	-16	99	92	94	91	96	-1	96	3	15	93
CC(Nc1ncnc2nc[nH]c12)c1ccccc1 (stereo not given)	-17	100	100	98	101	97	·	99	-3	-2	97
CCOC(=O)N1CCN(C(=O)c2c(N)no[n+]2[O-])CC1	0	101	90	96	95	95	·	93	0	-3	93
COC(=O)c1ccc(N=NN2CCOCC2)cc1	-4	102	100	102	101	104	·	101	-2	-9	100
CN(C)c1nc(OCCOC(=O)c2ccccc2)nc(N(C)C)n1	24	98	96	97	99	99	·	98	6	-28	97
CC(C)n1cc(C(=O)c2cc(Br)ccc2O)cc(C#N)c1=O	-83	102	94	96	103	103	-3	99	-1	24	100
O=C(/C=C/c1ccc(Cl)cc1)c1cccnc1	39	106	97	97	97	97	0	96	-4	24	96
CC(SCc1ccccc1)C(=O)Nc1ccc(F)cc1 (stereo not given)	-34	101	91	94	95	94	-4	96	2	-2	96
Cc1ccc(NC(=S)N2CCN(Cc3ccccc3)CC2)c(C)c1	-12	99	97	99	103	102	25	100	-1	-1	101
Cc1cccc(-c2cc3c(nn2)-c2ccccc2C3=O)c1	10	110	98	97	98	98	·	98	0	-8	96
CCSc1nc(N)c2c3c(sc2n1)CCC3	-17	91	97	96	99	96	·	97	3	20	96
CCOc1cc(/C=N/NC(=O)NN(C)c2ncc(C(F)(F)F)cc2Cl)ccc1O	-48	98	102	98	96	96	-34	96	0	18	95
CCCn1c(/N=C/c2c[nH]c3ccccc23)nc2ccccc21	18	99	102	99	97	98	·	102	0	17	95
C=CCC(C(=O)OC)(C(=O)OC)c1ccc([N+](=O)[O-])cn1	-11	99	103	101	100	104	2	101	0	-13	99
COc1ccc(C(=O)O/N=C/c2ccc(S(=O)c3ccc(Cl)cc3)nc2)cc1 (stereo not given)	-3	99	99	100	106	103	-14	100	-2	4	100
CCOC(=O)c1c(N)n(CC(C)NC(=O)C2CC2)c2nc3ccccc3nc12 (stereo not given)	12	106	98	96	99	96	·	98	-1	15	92
O=C(Nc1ccccc1N1CCOCC1)c1cc(F)cc(F)c1	-13	101	100	100	96	93	8	96	-4	10	96
O=C(O)c1cccnc1SCC(=O)N1CCCCCC1	-7	103	102	101	102	103	12	102	-3	20	99
CC(=O)C1C(=O)C=C(c2ccco2)CC1c1ccccc1 (stereo not given)	-26	102	98	99	100	98	·	99	0	25	99
CC[C@H](C)[C@@H](NC(=O)O[C@@H]1C(=O)c2cc(OC)ccc2O[C@H]1c1ccc(OC)c(Br)c1)C(=O)OC	-3	102	92	98	103	98	·	99	0	-16	101
O=C(CN1C(=O)NC2(CCCCC2)C1=O)NC1CCCc2ccccc21 (stereo not given)	-14	100	99	99	105	101	-28	100	0	-19	100
CC(CCc1ccccc1)NC(=O)c1nnc(Cc2ccc(Cl)cc2)o1 (stereo not given)	-9	100	98	99	104	100	·	100	3	12	99
Cc1ccc2[nH]c(CN3CCC(CO)(CC4CCCCO4)CC3)c(C)c2c1 (stereo not given)	-39	102	93	99	97	97	2	97	-2	-9	95
NC(=O)NC(=O)CSc1nnc(-c2ccc(Cl)cc2)n1CC1CCCO1 (stereo not given)	-17	109	109	100	100	98	9	98	2	14	96
O=C(NCS(=O)(=O)c1ccccc1)c1ccccc1	4	101	99	101	101	104	0	99	-1	11	98
COc1ccc(N(CC(=O)NC2CCCC2)C(=O)CS(=O)CC(=O)Nc2ccc3c(c2)OCO3)cc1 (stereo not given)	-20	98	99	95	100	97	-4	95	0	4	98
O=C(CSc1nnc(CCCN2C(=O)c3cccc4cccc(c34)C2=O)n1-c1ccccc1)NCCCN1CCOCC1	4	104	102	101	104	101	7	100	-3	-6	99
COc1ccc(-c2nn(-c3ccccc3)cc2C(=O)O)cc1	3	99	98	95	98	96	·	94	-4	6	93
O=C(c1ccc2c(c1)OCO2)N1CCN(C(=O)c2ccco2)CC1	-21	100	96	98	103	99	·	99	0	14	98
O=C(Nc1cccc(Cl)c1)N(Cc1nc2ccccc2c(=O)[nH]1)C1CCCC1	-9	100	104	104	104	103	6	105	-5	16	101
Cc1cc([N+](=O)[O-])nn1CCCC(=O)NCc1ccc(F)cc1	-10	98	107	100	101	98	24	103	1	10	99
O=C(Nc1ccccc1Br)c1c(F)cccc1Cl	-12	99	106	100	98	97	4	101	3	19	95
COc1ccc(S(=O)(=O)N2CCN(CCC(=O)Nc3ccccc3F)CC2)cc1	-2	·	101	101	102	105	9	100	0	6	101
Cc1ccc(CN2CCN(/N=C/c3ccc(C)s3)CC2)c(C)c1	-62	100	100	96	103	101	1	99	-5	-2	100
COc1ccc(C(=O)Nn2c(SCC(=O)NCc3ccco3)nc3ccccc3c2=O)cc1	-15	101	94	94	98	97	-2	95	-1	-11	95
COc1cccc(/C=N/NC(=S)Nc2cccnc2)c1	-32	103	94	96	99	97	·	96	1	-22	90
O=C(N/N=C\c1ccc([N+](=O)[O-])s1)c1cncc(Br)c1	-27	100	97	101	105	104	18	99	-3	-6	100
O=C(CCCN1C(=O)/C(=C\c2cccs2)SC1=S)Nc1ccc(C(=O)O)cc1	-12	92	93	94	100	98	14	91	0	-5	93
CN1CCN(C(=S)c2ccc(Br)cc2)CC1	-17	93	96	103	104	105	5	100	-12	22	101
O=C(c1cccc(F)c1)N1CCCC(C(=O)N2CCCC2)C1 (stereo not given)	10	101	101	102	107	102	·	100	-6	1	97
Cc1cc(=O)[nH]c(SCC(=O)NCCC2=CCCCC2)n1	-14	99	103	99	99	97	-1	99	-6	3	96

An excerpt from above in order of number of heavy atoms, falling.
SMILES	Mcl1-Bid inh	RGS8-Gao reg	Rab7 wt modul	Rab2 wt GTP	Rac1 wt GTP bind	Cdc42 wt	Pf gamet viab	HRas wt GTP	Mcl-1 Bim block	Mcl1 Noxa PPI	Rac1 mut GTP
O=C(CSc1nnc(CCCN2C(=O)c3cccc4cccc(c34)C2=O)n1-c1ccccc1)NCCCN1CCOCC1	4	104	102	101	104	101	7	100	-3	-6	99
COc1ccc(N(CC(=O)NC2CCCC2)C(=O)CS(=O)CC(=O)Nc2ccc3c(c2)OCO3)cc1 (stereo not given)	-20	98	99	95	100	97	-4	95	0	4	98
COc1ccc(C(=O)Nn2c(SCC(=O)NCc3ccco3)nc3ccccc3c2=O)cc1	-15	101	94	94	98	97	-2	95	-1	-11	95
COc1ccc(S(=O)(=O)N2CCN(CCC(=O)Nc3ccccc3F)CC2)cc1	-2	·	101	101	102	105	9	100	0	6	101
O=C(CCCN1C(=O)/C(=C\c2cccs2)SC1=S)Nc1ccc(C(=O)O)cc1	-12	92	93	94	100	98	14	91	0	-5	93
Cc1ccc2[nH]c(CN3CCC(CO)(CC4CCCCO4)CC3)c(C)c2c1 (stereo not given)	-39	102	93	99	97	97	2	97	-2	-9	95
NC(=O)NC(=O)CSc1nnc(-c2ccc(Cl)cc2)n1CC1CCCO1 (stereo not given)	-17	109	109	100	100	98	9	98	2	14	96
O=C(c1ccc2c(c1)OCO2)N1CCN(C(=O)c2ccco2)CC1	-21	100	96	98	103	99	·	99	0	14	98
Cc1cc([N+](=O)[O-])nn1CCCC(=O)NCc1ccc(F)cc1	-10	98	107	100	101	98	24	103	1	10	99
COc1ccc(-c2nn(-c3ccccc3)cc2C(=O)O)cc1	3	99	98	95	98	96	·	94	-4	6	93
Cc1cc(=O)[nH]c(SCC(=O)NCCC2=CCCCC2)n1	-14	99	103	99	99	97	-1	99	-6	3	96
COc1cccc(/C=N/NC(=S)Nc2cccnc2)c1	-32	103	94	96	99	97	·	96	1	-22	90
O=C(NCS(=O)(=O)c1ccccc1)c1ccccc1	4	101	99	101	101	104	0	99	-1	11	98
O=C(Nc1ccccc1Br)c1c(F)cccc1Cl	-12	99	106	100	98	97	4	101	3	19	95
CN1CCN(C(=S)c2ccc(Br)cc2)CC1	-17	93	96	103	104	105	5	100	-12	22	101

Source: PubChem (several laboratories)
